Source: PubChem (National Center for Advancing Translational Sciences (NCATS))
Vif-A3G inh – inhibitors of Vif-APOBEC3G interaction | Q9HC16 | HeLa A3G-eYFP + Vif (tagged APOBEC3G with the HIV-1 protein that degrades it), YFP fluorescence, overnight | Potency, µM (series often up to 46.1 µM), for inactives: at the top dose activity, negative = active, actives largely listed as inhibitors | hit rate 0.076% among 410,000 | AID 602310;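 also: potency is read from the fitted curve at half-maximal effect; % is scaled to controls: 0 for no effect and ±100 for the full control effect; nearly all actives have a fitted effect of over 60% in size; hits raise eYFP signal because A3G escapes Vif-driven loss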
Target sequence (Q9HC16 whole entry, looked up): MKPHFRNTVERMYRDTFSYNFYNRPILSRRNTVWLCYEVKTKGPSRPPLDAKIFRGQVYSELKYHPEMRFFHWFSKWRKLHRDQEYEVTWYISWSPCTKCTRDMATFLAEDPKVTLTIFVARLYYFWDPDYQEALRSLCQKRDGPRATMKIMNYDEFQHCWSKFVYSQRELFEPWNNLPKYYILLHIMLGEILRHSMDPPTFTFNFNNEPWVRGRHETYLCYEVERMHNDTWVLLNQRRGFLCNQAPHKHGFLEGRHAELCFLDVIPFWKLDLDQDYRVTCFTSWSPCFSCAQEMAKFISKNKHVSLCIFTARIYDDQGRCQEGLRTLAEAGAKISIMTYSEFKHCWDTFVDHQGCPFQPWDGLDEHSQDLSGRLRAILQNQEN
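HeLa cells stably expressing Vif and C-terminally eYFP-tagged A3G, seeded overnight at 37 deg C, then exposed to compound by pintool overnight at 37 deg C. Rise in yellow fluorescence (Ex 488/Em 500-530, Acumen) marks blocked Vif-driven A3G degradation.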
LDHA block – blocks human lactate dehydrogenase A | P00338 | purified LDHA, NADH/diaphorase-resazurin fluorescence; hits give low values | activity change, % (values are at about 110 or 230 µM) | hit rate 0.15% among 480,000 | AID 1347041; in the data active = activity change below about -30%; inconclusive = mostly about -25% to -30%;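 also: plate controls were DMSO wells for no effect and wells without enzyme for full effect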
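Resorufin fluorescence (ex540/em590), read at 0 and 20 min after diaphorase/resazurin addition, reports the NADH left after a 5 min room-temperature reaction of 2 nM human LDH5 with 0.06 mM NADH and 0.2 mM pyruvate.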
Vif-APOBEC3F blk – Vif-A3F binding inhibition | AID 602313 | Potency, µM (series often up to 46.1 µM), for inactives: at the top dose activity, negative = active | hit rate 0.2% among 390,000 | HeLa A3F-eYFP + Vif (tagged APOBEC3F with the HIV-1 protein that degrades it), YFP fluorescence increase; also: potency is read from the fitted curve at half-maximal effect; % of control where 0% means no effect; nearly all actives have a fitted effect of over 65% in size
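Fluorescence increase (Ex 488/Em 500-530) after overnight compound treatment at 37 deg C flags inhibition of Vif-driven A3F-eYFP loss in stable HeLa A3F-eYFP/Vif cells seeded overnight beforehand.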
GRP78 ERSR act – induces the endoplasmic reticulum stress response in human glioma cells; Potency, µM, for inactives: at the highest dose activation, hits mostly activators; hit rate 0.02% among 420,000; U87-MG GRP78 promoter luciferase reporter, 16 h; AID 602332; also: potency is read from the fitted curve at half-maximal effect; series mostly up to about 76 µM; % of control where 0% means no effect; nearly all actives have a fitted effect of over 35% in size
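ERSR induction read as luciferase luminescence (Bright-Glo, 10 min at room temperature) in stably transfected human U87-MG glioma cells exposed to compounds for 16 h, using GRP78 as sensor.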
PI4K2A block – inhibitors of human PI4K2A; Q9BTU6; purified PI4K2A, ADP-Glo luminescence, 1 h; hits give low values; activity change, negative = inhibition, % at 76.9 µM; hit rate 0.13% among 420,000; in the data active = activity change below about -50%; inconclusive = mostly about -30% to -49%;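 also: -100% = wells without enzyme as full effect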
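ADP-Glo luminescence measured ADP generated by PI4K2A enzyme (4 ug/mL before mixing) with 1.2 mM PI substrate (pre-mix) and 300 microM ATP (pre-mix). Tris pH7.5 buffer with MgCl2, Triton X-100; 1 h reaction at ambient temperature.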
RXFP1 agonist – RXFP1 (human) receptor agonism; hit rate 0.3% among 370,000; HEK293T-RXFP1 cAMP TR-FRET, 30 min; response scale: percent of porcine relaxin response, buffer zero; AID 2676; Potency, µM (top dose mostly 57.5 µM), without a hit: top-dose activation, usual class: activators; Q9HBX9; also: potency is read from the fitted curve at half-maximal effect; % is scaled to controls: 0 for no effect and ±100 for the full control effect; nearly all actives have a fitted effect of over 60% in size; many of its hits are not listed in these tables
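Agonist response is measured as cAMP accumulation in an RXFP1-transfected HEK293T line under PDE4 inhibition. Values are scaled between buffer-only and 29 nM porcine relaxin, and EC50s come from standard Hill equation fits.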
TrxR1 substrate – substrates of rat thioredoxin reductase 1; O89049; purified TrxR1 substrate turnover, NADPH consumption readout; Potency, µM (series often up to 114 µM), inactives show top-dose activity change, negative = substrate turnover; hit rate 0.01% among 390,000; AID 588456; also: potency is read from the fitted curve at half-maximal effect; % is scaled to controls: 0 for no effect and ±100 for the full control effect; nearly all actives have a fitted effect of over 50% in size
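Rat TrxR1, dispensed at 90 nM, was prereduced with 400 uM NADPH (final) for 5 min at ~22 deg C, then incubated with compound 15 min before 400 uM selenite. A first-read NADPH fluorescence drop versus no-compound background flagged substrates.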
USP1 inh – inhibitors of human USP1/UAF1 deubiquitinase | O94782 | recombinant USP1/UAF1, Ub-Rhodamine cleavage fluorescence | Potency, µM (series often up to 57.1 µM), for inactives: top-dose activity change, negative = inhibition, hits mostly inhibitors | hit rate 0.23% among 390,000; also: potency is read from the fitted curve at half-maximal effect; % is scaled to controls: 0 for no effect and ±100 for the full control effect; nearly all actives have a fitted effect of over 60% in size; inactives centre near -12
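In this screen, compounds sit with the deubiquitinase complex (1nM) for 15 min at room temperature before Ub-Rho is added at 150nM final. Fluorescence rise is then followed for 6 reads every 60 seconds.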
IDH1 R132H inh – human IDH1 R132H inhibition. Potency, µM (top dose mostly 76.6 µM), for inactives: at the top dose activity change, negative = inhibition, most hits filed as inhibitors. IDH1-R132H enzyme, NADPH consumption, diaphorase/resazurin fluorescence. hit rate 0.093% among 390,000; also: potency is read from the fitted curve at half-maximal effect; % is scaled to controls: 0 for no effect and ±100 for the full control effect; nearly all actives have a fitted effect of over 65% in size
Target sequence (O75874 whole entry R132H, stated change not applied): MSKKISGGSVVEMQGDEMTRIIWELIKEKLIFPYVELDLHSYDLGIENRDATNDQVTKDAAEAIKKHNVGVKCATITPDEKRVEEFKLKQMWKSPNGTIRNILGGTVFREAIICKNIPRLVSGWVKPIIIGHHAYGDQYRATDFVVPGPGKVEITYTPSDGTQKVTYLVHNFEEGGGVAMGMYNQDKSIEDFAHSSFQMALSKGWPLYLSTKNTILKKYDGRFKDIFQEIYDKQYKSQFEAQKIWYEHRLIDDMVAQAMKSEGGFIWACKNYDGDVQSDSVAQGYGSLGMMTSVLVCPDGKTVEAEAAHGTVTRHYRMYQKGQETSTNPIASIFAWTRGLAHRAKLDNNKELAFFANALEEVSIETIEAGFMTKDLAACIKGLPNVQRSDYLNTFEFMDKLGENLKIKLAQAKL
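IDH1-R132H (0.5 ug/mL dispensed) in pH 7.5 Tris buffer was preincubated 30 min with compound, then given a substrate mix of 0.016 mM NADPH and 2 mM alpha-KG for 80 min at room temperature; remaining NADPH was read by diaphorase/resazurin fluorescence.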
Starred values were filed as active, the others as inactive; ? = inconclusive; . = not tested or not shown; & = joins results of further samples; [ ] = remark or other dose. Unless noted, calls follow the shape of the dose curve; as a rule, active = well fitted curve in the direction sought with a large enough effect; inconclusive = small, poorly fitted or top-dose-only effect, or another doubt; inactive = no such curve, though single readings can be large; an effect the other way counts as inactive or inconclusive.

| Structure | IDH1 R132H inh | RXFP1 agonist | USP1 inh | Vif-APOBEC3F blk | Vif-A3G inh | GRP78 ERSR act | TrxR1 substrate | PI4K2A block | LDHA block |
| --- | --- | --- | --- | --- | --- | --- | --- | --- | --- |
| S=c1[nH]nc([C@@H]2C[C@H]2c2ccccc2)n1-c1ccccc1Cl | 20% | 0.3% | -15% | 0% | 4% | -4% | -3% | 3 | -3 |
| COc1ccc(NC(=O)CSc2nc3ccc(OC)cc3[nH]2)cc1 | -8% | -1.9% | -13% | 2% | -4% | 0% | -8% | 2 | -3 |
| Cc1noc(C)c1NC(=O)N(C)C[C@H]1Oc2ccc(NS(=O)(=O)c3ccccc3)cc2C(=O)N([C@H](C)CO)C[C@@H]1C | 1% | . | -6% | 3% | -1% | -3% | -5% | -2 | 0 |
| COc1ccc(NC(=O)Cn2c(=O)n(CCCC(=O)NCCc3ccc(C)cc3)c(=O)c3ccccc32)cc1Cl | -5% | 5.0% | -25% | 2% | -4% | -3% | 0% | -4 | -2 |
| CCOc1ccc(S(=O)(=O)N2CCOCC2)cc1NC(=O)CN1C(=O)NC2(CCCC2)C1=O | 3% | 0.2% | -4% | -8% | -2% | -2% | 6% | -4 | -1 |
| COc1ccc(C(=O)/C=C/c2ccc(OC3CSC3)cc2)cc1OC | 2% | -5.2% | -8% | 0% | -2% | -2% | -9% | 3 | 1 |
| Cc1ccc(NC(=O)CSc2nnc(CNC(=O)c3ccco3)n2C)c(C)c1 | 6% | 0.4% | -21% | 4% | -3% | -4% | 5% | -3 | 0 |
| COc1cccc(C2C(C#N)=C(C)NC3=C2C(=O)CC(C)(C)C3)c1 (stereo not drawn) | 2% | 1.8% | -20% | -17% | 0% | -3% | 262%[activator] | -1 | -2 |
| CC(OC(=O)c1ccc(-c2ccc(O)cc2)cc1)C(=O)NC1CCCCC1C (stereo not drawn) | -7% | -0.3% | -6% | -7% | -6% | -2% | 10%[57.1 µM] | 2 | -8 |
| COc1cc(/C=N/NC(=O)c2ccc(O)cc2)ccc1OCC(=O)Nc1cccc([N+](=O)[O-])c1 | -4% | 0.2% | -19% | -7% | 1% | 5% | -5% | 2 | -4 |
| CCOC(=O)N1CCN(C(=O)c2ccccc2-c2ccccc2)CC1 | 2% | -1.1% | -5% | -1% | ? | -8% | -5% | -3 | -3 |
| Cc1cc(C)cc(-c2nnc(SCC(=O)NCC3CCCO3)o2)c1 (stereo not drawn) | 3% | . | -8% | 13% | 3% | -2% | 12% | 1 | -1 |
| C=CCOc1ccc(/C=C/C(=O)OCC(=O)N(C)C2CCS(=O)(=O)C2)cc1 (stereo not drawn) | 1% | -1.6% | -17% | -12% | 0% | -2% | 4% | -5 | -12 |
| O=C(O)c1cnc(-c2ccccc2)nc1Sc1ccc(Cl)cc1Cl | -7% | 0.7% | -21% | 1% | 1% | -4% | -10% | 0 | -24 |
| Cc1cccc(C)c1NC(=O)c1oc2c(c1C)-c1nn(Cc3ccccc3)cc1CC2 | 0% | 5.4% | -22% | 3% | -1% | -3% | -1% | 4 | 0 |
| Cc1csc(=Nc2ccc(S(=O)(=O)N3CCOCC3)cc2)n1Cc1ccco1 | 7%&8% | 1.1% | -8%&-22% | 9%&0% | 0%&4% | -7%&-4% | -4%&-3% | 5&-1 | -1&0 |
| CC1CCN(C(=S)NC(=O)c2cccc([N+](=O)[O-])c2)CC1 | 3% | 1.7% | -27% | -17% | 3% | -3% | 12% | -4 | 0 |
| CCCN(CCC)C(=O)Cn1c(=O)n(-c2ccc(Cl)cc2)c(=O)c2c3c(sc21)CCCC3 | -1% | 2.2% | -23% | -12% | -3% | 2% | 7% | 0 | -12 |
| CCCCCC1CCC(c2nnc(SCC(C)=O)o2)CC1 (stereo not drawn) | 2% | 0.3% | 1% | -6% | 0% | -4% | -7% | 5 | -3 |
| CC(C)Cc1cc(C(=O)N2CCCC(CO)(Cc3ccc(F)cc3)C2)no1 (stereo not drawn) | -1% | -2.4% | -13% | -10% | 2% | -1% | -4% | -1 | 2 |
| CCOc1ccc(C=NNc2ccc(S(=O)(=O)Nc3ccccc3C(=O)O)cc2[N+](=O)[O-])cc1 | 1% | . | ? | 13% | 4% | -1% | 1% | -1 | -4 |
| CC(CCc1ccccc1)NC(=O)CSc1nc(N)cc(N)n1 (stereo not drawn) | 10% | 1.8% | 4% | -1% | 3% | -5% | -3%[57.1 µM] | 3 | -2 |
| CC(=O)c1c(C)[nH]c(C(=O)NCCc2ccc(Cl)cc2)c1C | -3% | 0.4% | -9% | -2% | -3% | 5% | 1% | -1 | 3&-1 |
| N=c1n(CC(=O)c2ccc([N+](=O)[O-])cc2)c2ccccc2n1Cc1ccccc1Cl | 0% | 3.2% | -2% | ? | -6% | -4% | -11% | 1 | -4 |
| CSCC[C@H](NC(=O)OC(C)(C)C)C(=O)N1CCC(C(=O)NCC(=O)Nc2ccc(C)cc2)CC1 | 0% | 0.0% | -22% | -1% | -8% | 9% | 4% | -2 | 3 |
| O=C(NC1CCCCCC1)c1cccc(COCC(F)(F)F)c1 | 6% | -3.6% | -16% | -5% | -1% | 3% | -10% | -6 | -17 |
| CCOc1ccc(NC(=O)C(C)Oc2ccccc2C(=O)Nc2cccc(Cl)c2Cl)cc1 (stereo not drawn) | 3% | -0.1% | -4% | -8% | -8% | -4% | -4% | 6 | 0 |
| COc1ccc(C(=O)Nc2nnc(C(C)C)s2)cc1OC | -8% | -4.4% | -2% | -9% | -4% | 3% | 4% | 5 | -2 |
| OC1(c2ccccc2)C/C(=N\n2cnnc2)C=C1c1ccccc1 (stereo not drawn) | -1% | 0.1% | 4% | 0% | 1% | 1% | -2% | 0 | -7 |
| COc1ccc(N2CCN(C(=O)c3cn(C4CCCC4)c(=O)c4c3c3ccccc3n4C)CC2)cc1 | 4% | 2.0% | -17% | 5% | 0% | -6% | 10% | 1 | 5 |

An excerpt of these results, with values under each structure:
Every second line gives: IDH1 R132H inh	RXFP1 agonist	USP1 inh	Vif-APOBEC3F blk	Vif-A3G inh	GRP78 ERSR act	TrxR1 substrate	PI4K2A block	LDHA block
> COc1ccc(C(=O)/C=C/c2ccc(OC3CSC3)cc2)cc1OC
  2%	-5.2%	-8%	0%	-2%	-2%	-9%	3	1
> Cc1ccc(NC(=O)CSc2nnc(CNC(=O)c3ccco3)n2C)c(C)c1
  6%	0.4%	-21%	4%	-3%	-4%	5%	-3	0

The list goes on:
| Structure | IDH1 R132H inh | RXFP1 agonist | USP1 inh | Vif-APOBEC3F blk | Vif-A3G inh | GRP78 ERSR act | TrxR1 substrate | PI4K2A block | LDHA block |
| --- | --- | --- | --- | --- | --- | --- | --- | --- | --- |
| O=C(OCC(=O)N1CCOCC1)c1cccc(F)c1 | 2% | -0.8% | -10% | 8% | 0% | 2% | 4% | 3 | -3 |
| COc1ccc([C@H]2CC(=O)C=C(c3ccccc3)C2)cc1 | 7% | 0.6% | -9% | -1% | -3% | -2% | -1%[57.1 µM] | 0 | -6 |
| COc1cc(CNn2nnnc2N)ccc1OCc1c(Cl)cccc1Cl | 3% | 0.3% | -20% | -11% | -1% | 0% | 1% | 1 | 12 |
| CN(Cc1ccccc1F)c1nc(-c2cccs2)nc2ccccc12 | -2% | 2.4% | ? | -1% | -1% | -3% | 6%[57.1 µM] | 1 | -7 |
| Cc1nn(Cc2ccccc2)c(C)c1/C=N/NC(=O)c1ccncc1 | 10% | 2.0% | -7% | -5% | -4% | 4% | -7% | -3 | 0 |
| COc1ccc(CN(C(=O)c2ccccc2OC)C2CCS(=O)(=O)C2)cc1 (stereo not drawn) | 0% | 1.0% | -17% | -6% | 2% | -1% | -4% | 0 | 1 |
| Cc1ccc(NC(=O)CCCCCC2NC(=O)NC2C)cc1 (stereo not drawn) | 8% | 0.0% | 2% | -21% | 0% | -5% | 12% | -6 | -4 |
| COc1ccc(/C=C2/SC(=O)N(CCNC(=O)C3COc4ccccc4O3)C2=O)cc1 (stereo not drawn) | 9% | 0.9% | -15% | 0% | 2% | 5% | -9% | 5 | -5 |
| Cc1ccc(C(=O)OCC(=O)NNC(=O)COc2ccc(Cl)cc2)c(O)c1 | -4% | 0.9% | -18% | ? | -8% | 0% | 12%[57.1 µM] | -1 | -3 |
| COc1ccc(CCNCC(O)COc2cccc(Br)c2)cc1OC (stereo not drawn) | -4% | 0.0% | -13% | 2% | 0% | -1% | 8% | 6 | -11 |
| Cc1ccc(-c2noc(C3CCN(S(C)(=O)=O)CC3)n2)o1 | -1% | 1.2% | 0% | -3% | 3% | 4% | -4% | 5 | -3 |
| CCOC(=O)c1ccc(S(=O)(=O)NC2CC2)cc1 | -2% | -1.6% | ? | 6% | 0% | 2% | -2% | 2 | -10 |
| CCCCCCSc1ccc(-c2nc3ccc(Cl)cn3c2NC2CCCCC2)cc1 | 10% | . | -29% | 6% | 2% | -4% | 34%[activator] | -2 | 3 |
| CC1CCN(c2nc3c(-c4cccc(Br)c4)nnn3c3ccccc23)CC1 | -2% | 5.1% | -18% | 1% | 3% | -1% | 0% | -6 | 3 |
| CC1Cn2c(CCc3ccccc3)nnc2S1 (stereo not drawn) | 4% | 0.8% | ? | -4% | -1% | -4% | 7% | -4 | 1 |
| CCc1nnc(NC(=O)CSc2nnc(C(C)NC(=O)c3ccccc3)n2C)s1 (stereo not drawn) | 4% | -0.9% | ? | -15% | -1% | -4% | 1% | 0 | -4 |

These rows are one share of the data. The share of hits here may be higher or lower than overall.
